Pol kappa inh = qHTS for Inhibitors of Polymerase Kappa | purified Pol kappa, fluorescent DNA synthesis assay, 10 min | DNA polymerase kappa (Homo sapiens), Q9UBT6 | Potency, µM (top dose mostly 107 µM), for inactives: at the top dose activity, negative = inhibition, hits mostly inhibitors | 400,000 tested, 0.53% active; note: potency is the fitted concentration of half-maximal effect; % is set by controls: 0 for no effect and ±100 for the full control effect
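10 nM Pol kappa preincubated 15 min at room temperature with compounds, then reaction started with substrate at 50 nM final. Fluorescence read kinetically at 0 and 10 min; buffer-only wells served as negative control.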
BLM inh = qHTS Assay for Inhibitors of Bloom's syndrome helicase (BLM); recombinant BLM DNA unwinding, fluorescence dequenching; AID 2528, 2010; 350,000 tested, 0.2% active; Potency, µM (doses to about 56.1 µM), inactives show at the highest dose activity change, negative = inhibition, most hits filed as inhibitors;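 note: potency is the fitted concentration of half-maximal effect; plate controls were vehicle for no effect and no enzyme for full effect; nearly all actives have a fitted effect of over 35% in size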
POLI inh = qHTS for Inhibitors of Polymerase Iota; AID 588590, 2011; DNA polymerase iota (Homo sapiens), Q9UNA4; Pol iota fluorescent replication assay, 10 min; Potency, µM (doses to about 115 µM), for the others: at the top dose activity, negative = inhibition, most hits filed as inhibitors; 390,000 tested, 1% active; note: potency is the fitted concentration of half-maximal effect
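Pol iota at 10 nM preincubated 15 min with compounds at room temperature; reaction started with fluorescent substrate, 50 nM final. Fluorescence read kinetically at 0 and 10 min; buffer-only wells as negative control.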
ALOX12 inh = Primary qHTS assay for inhibitors of human arachidonate 12S-lipoxygenase (ALOX12): Round 2. Polyunsaturated fatty acid lipoxygenase ALOX12 (Homo sapiens), P18054. purified 12hLO, xylenol orange hydroperoxide absorbance. Potency, µM (titrated, usually from 108 µM), for inactives: at the highest dose activity change, negative = inhibition, most hits filed as inhibitors. 580,000 tested, 1.1% active; note: potency is the fitted concentration of half-maximal effect; % is set by controls: 0 for no effect and ±100 for the full control effect
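Purified human 12hLO at 150 nM in 25 mM Hepes, 0.01% Triton X-100, pH 7.0, preincubated 15 min at room temperature with compound. Reaction started with 40 uM arachidonic acid, 30 min at room temperature. Hydroperoxide measured by Fe-xylenol orange, 573/405 nm absorbance ratio.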
APEX1 inh = qHTS Assay for Inhibitors of the Human Apurinic/apyrimidinic Endonuclease 1 (APE1); DNA repair nuclease/redox regulator APEX1 (Homo sapiens), P27695; Potency, µM (doses to about 65.8 µM), for inactives: at the top dose activity change, negative = inhibition, hits mostly inhibitors; 350,000 tested, 0.35% active; recombinant APE1, TAMRA/BHQ-2 abasic DNA cleavage fluorescence;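 note: potency is the fitted concentration of half-maximal effect; plate controls were vehicle for no effect and reference inhibitor for full effect; nearly all actives have a fitted effect of over 55% in size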
Target sequence (P27695 whole entry, looked up): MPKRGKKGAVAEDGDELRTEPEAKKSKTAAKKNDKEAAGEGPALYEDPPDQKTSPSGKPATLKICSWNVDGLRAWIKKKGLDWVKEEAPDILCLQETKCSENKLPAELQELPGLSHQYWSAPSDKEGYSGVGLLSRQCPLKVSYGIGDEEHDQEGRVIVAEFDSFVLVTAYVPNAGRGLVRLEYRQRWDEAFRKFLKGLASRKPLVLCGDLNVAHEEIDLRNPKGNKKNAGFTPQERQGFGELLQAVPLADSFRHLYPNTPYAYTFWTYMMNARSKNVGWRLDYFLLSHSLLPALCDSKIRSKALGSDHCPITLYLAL
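Quantitative HTS: incision of a TAMRA/BHQ-2 double-stranded substrate bearing a tetrahydrofuran abasic site by 0.75 nM APE1 raises fluorescence. Substrate 50 nM final, added after 15 min compound preincubation at room temperature; progress as third-minus-first kinetic read difference.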
TRHR ag = qHTS for Small Molecule Agonists and Allosteric Enhancers of Human TRH Receptor: Primary Screen for Agonists; Thyrotropin-releasing hormone receptor (Homo sapiens), P34981; TRHR cells, calcium flux fluo-8, FDSS agonist mode; activation, % at 2 µM; 360,000 tested, 0.18% active; in the data active = activation above about 30%; note: 0% is about no effect
Target sequence (P34981 whole entry, looked up): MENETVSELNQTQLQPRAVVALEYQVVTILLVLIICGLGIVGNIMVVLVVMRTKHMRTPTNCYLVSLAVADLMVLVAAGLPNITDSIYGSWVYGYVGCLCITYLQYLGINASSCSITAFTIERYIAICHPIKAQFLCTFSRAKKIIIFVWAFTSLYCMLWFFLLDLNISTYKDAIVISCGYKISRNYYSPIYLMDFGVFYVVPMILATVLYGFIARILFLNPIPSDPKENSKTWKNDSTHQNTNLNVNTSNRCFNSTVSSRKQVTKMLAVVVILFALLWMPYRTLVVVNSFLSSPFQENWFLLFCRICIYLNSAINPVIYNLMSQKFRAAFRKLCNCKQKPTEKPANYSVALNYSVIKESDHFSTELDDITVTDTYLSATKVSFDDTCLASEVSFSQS
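Fluo-8-loaded TRHR cells; 10 s baseline, compound added, kinetic Ca2+ fluorescence read 1/s, agonist mode.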
Pol beta inh = qHTS Assay for Inhibitors of DNA Polymerase Beta; P06746; Pol beta primer extension/strand displacement, fluorescence kinetic; Potency, µM (titrated, usually from 114 µM), without a hit: at the highest dose activity change, negative = inhibition, usual class: inhibitors; 340,000 tested, 1.3% active; AID 485314, 2010; note: potency is the fitted concentration of half-maximal effect; % is set by controls: 0 for no effect and ±100 for the full control effect
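Human Pol beta at 10 nM; strand-displacement substrate 50 nM final. Compound exposure 15 min at room temperature before start, reaction 10 min at room temperature.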
ERG-DNA inh = qHTS for Small Molecule Inhibitors of the ERG Ets/DNA interaction; Potency, µM (highest dose often 76.9 µM), for the others: at the top dose FP activity, negative = inhibition, hits mostly inhibitors; 370,000 tested, 0.028% active; Transcriptional regulator ERG (Homo sapiens), P11308; fluorescence polarization, His-ERG Ets domain / labelled DNA; active = well fitted inhibition curve with a large enough effect in the polarisation, with a control signal flat; inconclusive = small, poorly fitted or top-dose-only effect, or effect the other way, or a change in a side signal; inactive = no such curve, though single readings can be large or run the other way; the % refers to the polarisation;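 note: polarization taken with two DNA probes labelled with fluorescein and Texas red; potency is the fitted concentration of half-maximal effect; % of control where 0% means no effect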
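His-tagged ERG Ets domain (1 uM in the protein solution; 300mM KCl, 50mM Tris-HCl, 1mM EDTA, 1mM DTT, pH 7.5) received compound, then a probe mix of 5 nM fluorescein-DNA and 100nM Texas-615-DNA. Fluorescence polarization was read for both dyes.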
Apoferritin bind = qHTS Assay for Identification of Novel General Anesthetics | apoferritin/1-aminoanthracene competitive binding, fluorescence | Potency, µM (titrated, usually from 77.5 µM), without a hit: at the top dose activity change, negative = displacement, most hits filed as inhibitors | 350,000 tested, 0.074% active | AID 485281, 2010; note: potency is the fitted concentration of half-maximal effect; % is set by controls: 0 for no effect and ±100 for the full control effect; nearly all actives have a fitted effect of over 20% in size
Target sequence (P02791 2-175 limits assumed): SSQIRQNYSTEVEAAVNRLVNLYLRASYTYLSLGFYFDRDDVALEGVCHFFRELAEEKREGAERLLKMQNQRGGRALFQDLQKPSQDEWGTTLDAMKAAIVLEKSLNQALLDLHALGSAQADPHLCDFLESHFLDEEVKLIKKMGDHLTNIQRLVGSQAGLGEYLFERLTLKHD
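Steps: apoferritin (10 uM) was premixed with half-saturated 1-AMA in PBS, compounds were pin-transferred, plates stood 10 min at room temperature, fluorescence was read at 380/535 nm, and curves were fitted with a Hill equation.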
The depositor's hits bear a star; ? = inconclusive; nt = no result given; & = joins results of further samples; [ ] = dose if it differs, or a comment. Unless noted, calls come from the whole dose curve; as a rule, active = well fitted curve in the direction sought with a large enough effect; inconclusive = small, poorly fitted or top-dose-only effect, or another doubt; inactive = no such curve, though single readings can be large; an effect the other way counts as inactive or inconclusive.

The opening 4 records, ahead of the listing:
SMILES	Pol kappa inh	BLM inh	POLI inh	ALOX12 inh	APEX1 inh	TRHR ag	Pol beta inh	ERG-DNA inh	Apoferritin bind
C[C@]12CC[C@H](OC(=O)CCC(=O)O)CC1=CCC1C2CC[C@@]2(C)C1CC[C@@H]2N (stereo not given in full)	-9%	nt	-23%	-22%	22%	nt	nt	-8%	nt
O=C(COC(=O)c1ccccn1)Nc1ccc2c(c1)OCO2	-13%	0%	-8%	-7%	1%	0.0	-30%	-10%	-9%
c1cc2cc(-c3c(-c4ccc5c(c4)OCO5)noc3-c3ccsc3)ccc2[nH]1	3%&-15%	-10%	?	-18%	-5%	0.2	44%	0%	1%
CC1CCCCN1Cc1ccc(-c2nnn(CC(=O)NC3CCCCC3)n2)cc1 (stereo not given)	2%	2%	2%	-1%	2%	0.1	3%	2%	-3%

The list itself, from the first entry:
SMILES	Pol kappa inh	BLM inh	POLI inh	ALOX12 inh	APEX1 inh	TRHR ag	Pol beta inh	ERG-DNA inh	Apoferritin bind
C[C@]12CC[C@H](OC(=O)CCC(=O)O)CC1=CCC1C2CC[C@@]2(C)C1CC[C@@H]2N (stereo not given in full)	-9%	nt	-23%	-22%	22%	nt	nt	-8%	nt
O=C(COC(=O)c1ccccn1)Nc1ccc2c(c1)OCO2	-13%	0%	-8%	-7%	1%	0.0	-30%	-10%	-9%
c1cc2cc(-c3c(-c4ccc5c(c4)OCO5)noc3-c3ccsc3)ccc2[nH]1	3%&-15%	-10%	?	-18%	-5%	0.2	44%	0%	1%
CC1CCCCN1Cc1ccc(-c2nnn(CC(=O)NC3CCCCC3)n2)cc1 (stereo not given)	2%	2%	2%	-1%	2%	0.1	3%	2%	-3%
COc1ccc(-n2nnnc2SCC(=O)NC2CC2)cc1	4%	nt	4%	-17%	9%	0.4	nt	5%	nt
COc1ccccc1/C=N/NC(=S)NCc1ccco1	-5%	-4%	8%	?	-6%	-1.1	-2%	0%	-5%
CCc1ccccc1N(CC(=O)O)S(C)(=O)=O	1%	2%	11%	184%[activator][57.4 µM]	12%	0.4	-4%	-4%	10%
Cc1nc(-c2ccncc2)nc(NCCNc2ncccc2C(F)(F)F)c1Cl	-5%	-1%	-6%	45%[activator]	-4%	-0.7	?	2%	-7%
Cc1nc(-c2ccc(Cl)cc2)sc1C1(C)CC(c2ccccc2F)=NO1 (stereo not given)	5%	-5%	4%	-16%	2%	0.4	-2%	6%	-1%
COc1ccc(/C(C)=N/NC(=O)OC(C)(C)C)cc1[N+](=O)[O-]	1%	0%	64%[activator]	2%	-1%	-0.4	0%	0%	-6%
COc1ccccc1C(C)NC(=O)c1cc(S(=O)(=O)N2CCCCC2)ccc1C (stereo not given)	-8%	nt	?	-9%	-22%	-2.8	nt	?	nt
Cc1cc(C(=O)N(C)C2CCCCC2)no1	6%	-5%	6%	11%	11%	0.7	7%	-2%	-9%
CC(C)Oc1cccc(C(=O)C2CCCN(Cc3cnn(C(C)C)c3)C2)c1 (stereo not given)	-8%	-6%	79%[activator]	-3%	22%	0.0	22%	-3%	-9%
O=C(CCc1nc2ccccc2[nH]1)Nc1ccccc1F	7%	-3%	31%[activator]	-9%	11%	-0.3	52%	-6%	-2%
CCOc1ccc(CCNC(=O)COC(=O)COc2ccc(Cl)cc2)cc1OCC	2%	nt	48%[activator]	-1%	36%	0.2	nt	-5%	nt
COc1ccc(NC(C)C(=O)N/N=C/c2ccccc2OCc2cccc(Br)c2)cc1 (stereo not given)	-4%	-12%	7%	-2%	-8%	0.3	-2%	-5%	-11%
COc1ccc(OCC(=O)NCC(c2ccc(Cl)cc2)N2CCCCC2)cc1 (stereo not given)	0%	-3%	20%	-22%	nt	-0.6	13%	-3%	3%
COc1ccc(S(=O)(=O)N(CC(=O)NC(C)C)Cc2ccccc2)cc1	13%	-6%	136%[activator]	-17%	1%	-0.6	26%	0%	-14%
CCn1c(=O)n(CC)c2cc(N3CCCC3)c(NC(=O)c3cc(Br)ccc3OC)cc21	-8%	-10%	?	-15%	51%[activator]	0.5	33%	-8%	-10%
COc1ccc2c(-c3ccccc3)cc(SCC(=O)N(C)C3CCS(=O)(=O)C3)nc2c1 (stereo not given)	-9%	-2%	?	-11%	-1%	0.3	?	10%	3%
c1ccc(-c2noc(-c3ccncc3)n2)nc1	4%	1%	29%	-7%	-1%	-0.8	28%	nt	-8%
COc1ccc(N=[N+]([O-])c2ccc(OC)cc2)cc1	-20%	nt	11%	-1%	-1%	nt	nt	4%	nt
CCOC(=O)c1ccc(N(C(=O)c2cnccn2)C(C(=O)NC2CCCCC2)c2cn(C)nc2C)cc1 (stereo not given)	-12%	-2%	29%	-6%	0%	0.3	23%	5%	-9%
COc1ccc(C(=O)Nc2nnc(S(=O)(=O)N3CCCCCC3)s2)cc1OC	-12%&1%	-3%&-3%	?	13%[57.4 µM]	-1%	-0.1&0.5	32%&8%	22%&-2%	6%&-4%
COc1ccccc1-n1c(C)cc(C=O)c1C	-3%	-4%	6%	20%	-2%	0.6	2%	-8%	-7%
CC(=O)N1CCc2cc(S(=O)(=O)CCC(=O)NCCc3ccc(C)cc3)ccc21	-3%	0%	-14%	-8%	-10%	-0.4	4%	-13%	-5%
CCCC1(C(=O)OC)NC(c2ccco2)C2C(=O)N(c3ccc(C)cc3)C(=O)C21 (stereo not given)	-16%	0%	24%	0%	0%	0.1	22%	5%	-11%
Cc1cc(NC(=O)CC(C)C)cc(-c2nc3ncccc3o2)c1O	-8%	-5%	13%	-13%	nt	-0.4	18%	-2%	57%[activator]
CC1=C(c2ccc(C(C)C)cc2)S(=O)(=O)N=C1N1CCN(c2ccccc2F)CC1	8%	-7%	5%	?	nt	0.3	?	6%	-4%
COc1cc(CNC(C)C23CC4CC(CC(C4)C2)C3)cc(OC)c1OC (stereo not given)	-8%	2%	120%[activator]	-23%	8%	1.5	2%	10%	1%
CCNc1nc(NCC)n2c(SC(C(=O)Nc3cc(Cl)cc(Cl)c3)c3ccccc3)nnc2n1 (stereo not given)	-21%	-4%	31%[activator]	4%	14%	1.3	1%	6%	5%
COc1ccc(NC(=O)c2cc(-c3ccco3)on2)c(OC)c1	-4%	-4%	109%[activator]	-23%	82%[activator]	-2.0	1%	2%	4%
O=C1CC(Sc2ncccc2C(=O)O)C(=O)N1 (stereo not given)	-19%	-1%	-12%	?	8%	0.5	-9%	5%	0%
Cc1nc2c(ccc3nc(NC(=O)c4ccc5c(c4)OCCO5)sc32)s1	-3%&-12%	-24%	?	5%	-3%	-0.2	-2%	nt	-9%
Cc1cc[n+](-c2[nH]c(=O)sc2/C=N/NC([S-])=Nc2ccccc2)cc1C	-26%	-6%	?	?	-4%	4.2	-2%	-1%	4%
Cc1ccccc1/C=N/n1c(-c2cc(-c3ccccc3)n[nH]2)n[nH]c1=S	0%	-2%	3%	-10%	0%	1.6	?	2%	-4%
COc1ccc(CC(=O)Nc2ccc(/C(C)=N\NC(=O)c3ccc(Br)o3)cc2)cc1	1%	-3%	23%	0%	9%	-0.2	-30%	8%	-14%
Brc1ccc(-c2nc(-c3cccnc3)no2)o1	0%	-4%	21%	-10%	0%	-0.6	11%	-1%	-14%
CC12CCC(=O)N1C(C(=O)Nc1cc(Cl)ccc1N1CCOCC1)CS2 (stereo not given)	-12%	-4%	-5%	9%	1%	0.4	8%	-9%	-12%
CC1=C(C)CC(C(=O)NNC(=O)c2csc(C)c2C)C(C(=O)O)C1 (stereo not given)	-11%	2%	0%	-9%	-2%	0.0	52%	-2%	2%
NC1=NCc2ccccc21	-3%	3%	-17%	19%	1%	-0.4	-27%	nt	-2%
Cc1sc(NC(=S)Nc2ccc(F)cc2)c(C(N)=O)c1C	-16%	-4%	-12%	?	-3%	0.8	?	2%	-6%
Nc1nc(Cl)cc(N2CCC(c3cc(-c4ccc(Cl)cc4)n[nH]3)CC2)n1	-7%	-10%	2%	7%	0%	1.3	-10%	-1%	-14%
Nc1ccc(N=Nc2ccccc2O)c(N)c1	-9%	nt	212%[activator]	0%	nt	nt	nt	0%	nt
COc1ccc(CC(=O)NCc2ccccc2Cl)cc1S(=O)(=O)N1CCOCC1	-1%	-1%	11%	-14%	-1%	-0.2	17%	2%	-15%
Cc1sc2nc(CSCC(=O)N(C)CC(=O)Nc3ccc(F)cc3)[nH]c(=O)c2c1C	-6%	nt	?	-31%	-8%	1.0	nt	6%	nt
COc1ccc(C(C(=O)NC2CCCC2)N(C(=O)c2ccco2)c2ccccc2OC)cc1 (stereo not given)	0%	-4%	6%	-17%	7%	-0.1	34%	-4%	1%
O=C(OCc1nnc(-c2ccccc2)o1)c1cc(S(=O)(=O)N2CCOCC2)ccc1F	-11%	nt	20%	13%	11%	-0.1	nt	-3%	nt
COc1ccccc1CN1CCC2(CC1)CCN(C(=O)c1ccncc1)CC2	6%[60.1 µM]	2%	nt	6%[57.4 µM]	-6%	nt	nt	nt	nt
COC(=O)[C@]12C(=O)C(C)=C(O)[C@@]1(C)C(C)=CC1[C@@]34CC[C@@H](OC(C)=O)C(C)(C)C3C(C[C@]12C)OC4=O (stereo not given in full)	-7%	0%	-5%	17%	1%	-0.5	-6%	-2%	-5%
CNS(=O)(=O)c1cc(OC)c(OC)cc1CC(=O)OC	-8%	-1%	16%	0%	-2%	0.3	14%	-3%	0%

A portion of the library (hit frequency here may not be typical).
